PKA-R1A act – activators of PKA-R1A complex; P00514+P68181; PKA-R1A dissociation, Cy5-IP20 fluorescence polarization; scaled: DMSO 0%, 113 µM cGMP 100%; activation, % at 11.4 µM; 340,000 tested, 0.083% active; AID 504707;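 active = percent activation above the mean of all tested compounds plus 3 SD, cut at about 19% in these data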;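 also: higher means more PKAc released from R1A so a rise in polarization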
AddAB inh – less growth of phage-infected E. coli with AddAB | E. coli expressing H. pylori AddAB, absorbance growth | inhibition, % at 11.9 µM | 330,000 tested, 0.29% active; in the data active = inhibition above about 12%;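 also: 0% = vehicle wells of infected cells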
Ecoli viability – bacterial growth inhibition, counter-screen for AddAB inhibitors; E. coli V3065 growth, OD600 absorbance, 18 h; 330,000 tested, 0.27% active; AID 449728; inhibition, % at 11.9 µM;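 active = inhibition above the campaign's mean inhibition across all tested compounds plus 3 SD, cut at about 9.9% in these data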;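 also: uninfected addAB+ strain grown without phage in ampicillin broth; 0% = DMSO wells and 100% = ciprofloxacin 0.95 µg/ml wells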
HTR5A inv ctr – inverse agonist of human HTR5A in OPRM1-OPRD1 counter-screen; 340,000 tested, 0.083% active; inhibition, % at 9.3 µM; P47898; HTR5A cell line, luminescence, inverse agonism; in the data active = inhibition mostly above about 23%, no sharp cut-off; inactive = mostly below about 18%;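 also: 0% = cells with DMSO and 100% = no-cell wells with DMSO; some compounds called inactive have numbers as strong as hits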
PKA-R2B act – activators of human PKA-R2B complex. PKA-R2B holoenzyme dissociation, Cy5-IP20 fluorescence polarization; R2B truncated from residue 108, S112A mutant; 0% DMSO only, 100% 113 µM cGMP. P22694+P31323. 340,000 tested, 0.079% active. activation, % at 11.4 µM;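 active = activation above a cutoff set at the mean over all compounds plus 3 SD, cut at about 18% in these data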;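 also: higher means more holoenzyme dissociation and a rise in polarization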
Tat transport – E. coli Tat transport inhibition; 340,000 tested, 0.036% active; E. coli MC4100 TorA-mCherry Tat export, fluorescence; inhibition, % at 10 µM; AID 488895;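 active = mean replicate inhibition at least 50% and at least half of replicates individually reaching 50%; inconclusive = only one of the two criteria met; inactive = neither criterion met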;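 also: exported cargo escapes ClpAP degradation while cytoplasmic cargo is degraded and loses fluorescence; 0% = median of neutral control wells and 100% = median of NaSCN control wells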
PfHsp90 yeast 2 – reduces growth (ATP signal) of yeast expressing P. falciparum Hsp90 | AID 504621 | S. cerevisiae expressing PfHsp90, BacTiter-Glo ATP, 48 h; yeast lacking PDR1 and PDR3 efflux regulators | inhibition, % at 9.4 µM | 310,000 tested, 0.32% active;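 active = every replicate shows inhibition above about 80%, whatever the replicate mean, limit read from the data; inconclusive = mean inhibition reaches the set limit but some replicate falls short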;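 also: 0% = DMSO neutral controls and 100% = 20 µM radicicol positive controls; yeast relying on Plasmodium falciparum Hsp90 in place of its own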
MOR-DOR inv ag – mu-delta opioid heterodimer inverse agonism. P35372+P41143. cell-based MOR-DOR heterodimer luminescence. inhibition, % at 9.3 µM. 340,000 tested, 0.21% active; in the data active = inhibition above about 22%, passing the limit was not always enough;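 also: 0% = cells with DMSO and 100% = wells without cells with DMSO; values of inactives mirror those of a sister screen read the other way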
Target sequence (P35372 whole entry, looked up): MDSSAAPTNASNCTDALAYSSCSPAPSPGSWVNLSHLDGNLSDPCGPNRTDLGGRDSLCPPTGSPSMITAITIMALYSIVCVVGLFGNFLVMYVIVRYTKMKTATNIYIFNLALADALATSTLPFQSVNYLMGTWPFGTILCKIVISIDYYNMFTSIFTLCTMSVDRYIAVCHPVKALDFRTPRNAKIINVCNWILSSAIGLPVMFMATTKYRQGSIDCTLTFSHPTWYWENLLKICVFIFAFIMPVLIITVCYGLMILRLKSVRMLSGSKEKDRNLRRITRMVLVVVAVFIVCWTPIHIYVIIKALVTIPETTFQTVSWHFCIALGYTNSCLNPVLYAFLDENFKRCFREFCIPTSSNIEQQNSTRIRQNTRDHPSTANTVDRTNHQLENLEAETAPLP
Target sequence (P41143 whole entry, looked up): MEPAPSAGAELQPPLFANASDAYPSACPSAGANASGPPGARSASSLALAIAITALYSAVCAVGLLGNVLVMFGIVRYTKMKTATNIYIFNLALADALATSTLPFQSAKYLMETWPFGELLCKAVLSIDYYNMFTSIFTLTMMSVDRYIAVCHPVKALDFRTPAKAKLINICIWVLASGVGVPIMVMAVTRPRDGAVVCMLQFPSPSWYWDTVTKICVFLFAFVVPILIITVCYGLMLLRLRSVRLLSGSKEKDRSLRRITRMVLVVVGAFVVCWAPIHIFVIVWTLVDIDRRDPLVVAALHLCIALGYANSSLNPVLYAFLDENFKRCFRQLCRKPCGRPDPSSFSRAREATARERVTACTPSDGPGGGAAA
SUMO Mot1 rescue – SUMOylation pathway inhibition by Mot1-301 growth rescue | growth rescue, % at 18.8 µM | S. cerevisiae Mot1-301 growth rescue, ATP luminescence, 38.5C; percent above DMSO median, 100 means doubled | 320,000 tested, 1% active;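 active = every valid replicate shows activation above 250% relative to neutral control wells; inactive = the rest, any valid replicate at or below 250%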;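 also: OY570 slx delta 5 strain wells were the positive control but not used for scaling; some compounds called inactive have numbers as strong as hits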
phage Ecoli inh – E. coli growth loss with phage present; growth absorbance; 360,000 tested, 0.26% active; inhibition, % at 11.9 µM; in the data active = inhibition above about 11%
OPRM1-OPRD1 ag – OPRM1-OPRD1 heterodimerization agonism; P35372+P41143; cells, luminescence; activation, % at 9.3 µM; 340,000 tested, 0.3% active; in the data active = activation above about 18%;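 also: 0% = vehicle-treated cells and 100% = reference agonist; values of inactives mirror those of a sister screen read the other way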
The depositor's hits bear a star; ? = inconclusive; · = not tested or not shown.

SMILES,PKA-R1A act,AddAB inh,Ecoli viability,HTR5A inv ctr,PKA-R2B act,Tat transport,PfHsp90 yeast 2,MOR-DOR inv ag,SUMO Mot1 rescue,phage Ecoli inh,OPRM1-OPRD1 ag
CCN=c1scc(-c2ccco2)n1/N=C/c1ccc(OC)c(O)c1,-5,0.7,1.6,-32,-3,1,12,7,-1,2.7,-1.4
Cc1ccc(-c2nc3ccccn3c2Nc2ccccc2)o1,4,2.0,0.9,25,1,-2,5,1,2,4.0,-0.2
O=C(NCCN1CCOCC1)c1ccc2c(c1)N(Cc1ccccc1)C(=O)CS2,-3,0.1,-1.2,-11,7,-5,12,13,5,2.5,-2.5
Cc1ccc(N(Cc2cc3ccccc3[nH]c2=O)C(=O)c2cccs2)cc1C,-4,0.7,-0.2,0,-13,-2,-13,5,·,2.2,-0.9
CCOc1ccc(CCNC(=O)COC(=O)C2=NNC(=O)CC2)cc1OCC,4,0.2,1.3,-10,0,-6,-34,6,7,1.3,-0.9
O=C(c1ccc(Cl)c(S(=O)(=O)N2CCCCC2)c1)N1CCCC1,3,2.1,2.0,18,-10,0,11,27,-1,1.8,-5.0
CCn1c(SCC(=O)NCc2ccccc2)nnc1-c1c[nH]c2ccccc12,4,0.0,-0.9,-13,1,2,7,7,·,1.4,-1.2
CCN(CC)S(=O)(=O)c1cc(-c2nnc(-c3ccc(Br)cc3)o2)ccc1Cl,4,5.0,-0.3,-1,-2,6,4,7,·,3.4,-1.2
COc1ccc(OCCCC(=O)Nc2ncn[nH]2)cc1,0,-0.2,3.0,-25,4,4,-4,9,10,2.0,-1.4
COC/C=C/C1=CC2=CC(=O)C(C)(OC(=O)C3CCCC3)C(=O)C2=CO1 (stereo unspecified),-14,3.6,-0.5,28,-8,-13,-13,-7,258,-3.1,1.3
COc1cccc2c1OCC([C@@H]1C[C@H]3CN(Cc4cccc(Cl)c4)C(=O)[C@]34CCCN14)=C2,-5,3.9,0.6,-42,-5,2,-9,13,-2,2.0,-2.7
CC(NC(=O)c1ccccc1)C(=O)N/N=C/c1ccco1 (stereo unspecified),-7,1.3,-2.1,-8,-1,5,11,0,1,0.9,0.0
Cc1cccc(NC(=O)CSc2nnc(-c3ccc(S(=O)(=O)N4CCCC4)cc3)o2)c1,4,1.4,-0.8,22,-5,2,-26,2,-6,·,-0.4
CC(C)n1nc(C(=O)OCC(=O)NCCc2ccc(S(N)(=O)=O)cc2)c2ccccc2c1=O,-4,·,·,-3,-6,-3,·,15,·,1.3,-3.8
O=C(Nc1ccccc1)c1cccc(C(F)(F)F)c1,-2,3.9,2.0,-11,5,-19,-21,8,-37,3.8,-1.5
O=c1[nH]cnc2nc3n(c12)CCCCC3,-8,4.3,0.8,13,-6,2,-17,12,6,1.2,-2.8
CC(=O)c1c(C)[nH]c(C(=O)COc2ccc(C#N)cc2)c1C,-1,2.6,0.4,2,5,-4,-9,4,9,-3.1,-0.7
COc1ccc(CCn2ccc(O)c(Cc3c(F)cccc3Cl)c2=O)cc1OC,-9,1.0,0.4,7,0,6,-12,22,-4,5.5,-4.8
CS(=O)(=O)N(CC(=O)NCCSc1ccccn1)c1cccc2ccccc12,3,4.9,3.4,1,-5,-13,14,11,122,3.0,-2.1
CCn1c(C)cs/c1=N\S(=O)(=O)c1ccccc1,0,2.9,2.9,-18,-2,-12,3,13,-5,-0.7,-2.2
CCOc1cc(/C=N/NC(=O)c2cc3c(ccc4ccccc43)o2)ccc1O,1,·,·,-3,8,2,-19,-23,58,1.0,5.7
COc1ccc(N2CCN(CC(O)COc3cc(C)ccc3C)CC2)cc1 (stereo unspecified),-4,1.3,-0.6,-2,1,-5,-14,2,19,1.7,-0.5
CCCN1C2=NCCN2c2ccccc21,-3,3.5,1.6,0,-8,-5,-28,14,5,1.6,-3.5
CCCn1c(-c2ccc(OC)cc2)nc2ccccc21,1,-3.2,-1.3,-9,-1,1,-38,8,-4,3.1,-1.4
Cc1cc(=O)oc2cc(OCC(=O)Nc3cccnc3)ccc12,-3,1.1,0.4,-9,-8,-1,-4,8,21,1.3,-1.5
CCOC(=O)CSc1nnc(-c2ccccc2)c(=O)[nH]1,-3,3.4,-0.4,-5,-3,-13,·,11,-6,1.6,-2.3
CCOC(=O)c1cnc2c(-c3ccccc3)cnn2c1N,-10,2.0,1.6,13,-7,8,10,6,·,3.1,-1.2
C[C@@H](C(=O)CC(=O)OC(C)(C)C)[C@@H](O)c1ccccc1,2,2.9,0.7,-12,-11,-9,0,10,-12,0.5,-1.8
Cc1ccc(C(=O)Nc2ccc(OCc3ccccc3)cc2)cc1[N+](=O)[O-],1,-0.5,-2.7,-15,-2,-6,·,-42,-17,0.9,7.7
COc1ccc(N2C(=O)NC(NC(=O)c3ccncc3)(C(F)(F)F)C2=O)cc1 (stereo unspecified),-3,0.4,-0.2,-18,3,21,2,-5,-2,0.6,0.9
COc1cccc(C(c2nnnn2CC2CCCO2)N2CCN(C(=O)c3ccco3)CC2)c1OC (stereo unspecified),-4,0.7,-0.3,-10,4,1,17,19,7,4.3,-3.8
Cn1nnnc1SCC(=O)Nc1ccc(Oc2ccc(Cl)cc2)cc1,10,2.2,1.9,-3,8,-9,8,-23,2,3.3,3.8
Cc1ccc(CC(=O)NC2CCCc3ccccc32)cc1C (stereo unspecified),-2,0.3,-5.7,-8,-2,-3,3,0,207,-1.1,0.0
O=C(COC(=O)c1cc(=O)[nH]c2ccccc12)NCc1ccc(Cl)cc1,-2,-1.1,-1.9,10,-3,2,·,7,5,1.2,-1.8
CN(CC1CCCCO1)C(=O)c1cc(COc2ccc(F)cc2Cl)on1 (stereo unspecified),-4,2.3,2.3,-17,3,-4,0,7,0,2.7,-1.0
CCOC(=O)c1cnc2ccccc2c1Nc1ccc2c(c1)OCCO2,11,-0.7,-0.8,6,-10,3,8,-7,141,1.4,1.4
CC(=O)Nc1ccc(OCc2ccccc2)cc1[N+](=O)[O-],-5,·,·,3,11,-5,-26,-17,·,3.2,3.4
O=[N+]([O-])c1ccccc1N/N=C1\CC2CC=CC12 (stereo unspecified),-1,2.0,2.5,5,-2,1,4,-22,-23,3.0,4.2
COc1ccc(C(=O)Nc2cc(OC)ccc2OC)cc1,-7,-1.2,0.5,-3,-4,20,8,9,-8,0.5,-1.5
Cn1c(=O)c2c(nc(SCCCC#N)n2Cc2c(F)cccc2Cl)n(C)c1=O,3,1.4,-2.2,-5,8,-9,9,9,-20,3.8,-1.8
CSc1ccccc1NC(=O)CN1CCN(Cc2ccccc2)CC1,-12,4.8,-0.7,1,-4,-3,·,-5,5,·,1.0
CNc1ccccc1C(=O)OCC(=O)Nc1ccc2c(c1)OCO2,6,-5.5,-0.7,8,-3,-1,·,6,2,5.0,-0.9
Cc1ccc(C(=O)CN2/C(=C(\O)c3ccccc3)C(=O)c3ccccc3S2(=O)=O)c(C)c1,1,0.2,0.9,3,-8,?,20,-45,9,·,9.8
Cc1ccnc(NC(=O)C23CC4CC(CC(C4)C2)C3)c1,-7,2.5,3.0,-23,-1,-3,-14,-8,14,3.6,1.4
COc1ccc(N)cc1NC(=O)CN1CCCC1,7,1.3,-2.4,-27,7,3,-10,-2,-6,2.2,0.4
OCCN(Cc1ccccc1)Cc1ccc(C(F)(F)F)cc1,-8,0.2,2.7,6,1,0,-11,-32,17,-3.1,5.7
NNC(=S)NCc1ccccc1,0,-2.1,-0.4,4,2,-3,-35,1,-10,3.1,-0.2
O=C(NCCCn1ccnc1)c1cc(Cl)cc(Cl)c1,-1,2.4,0.8,1,-5,-1,10,16,-7,3.4,-3.0
CC1(C)CN(c2ccccc2)N(C(=O)c2ccc(F)cc2)C1=O,-10,1.8,3.4,-9,-8,2,31,46*,14,·,-8.6
CCc1ccc(C2NC(=S)NC3=C2C(=O)N(c2ccccc2OC)C(c2ccc(CC)cc2)N3)cc1 (stereo unspecified),-12,1.8,-1.1,-17,-5,20,-11,-28,210,1.9,4.5
O=C(NCCN1CCOCC1)c1cc(-c2cccc(Cl)c2)on1,-5,2.0,0.4,0,-5,13,8,4,146,1.0,-0.7
CC(Oc1ccccc1)C(=O)Nc1nnc(S(=O)(=O)Nc2ccccc2)s1 (stereo unspecified),0,-0.7,1.5,5,3,12,-24,14,-5,2.2,-2.3
Cn1ncc2c(NCCc3ccccc3)nc(Cl)nc21,-13,·,·,-1,2,-5,-11,6,·,4.7,-1.2
COc1ccccc1CNC(=O)[C@H](NC(=O)C1CCN(C(=O)[C@@H](N)CCSC)CC1)C(C)C,-6,1.7,-1.8,9,-4,-4,-4,8,-16,2.9,-1.6
O=C(CN1C(=O)c2ccc([N+](=O)[O-])cc2C1=O)Nc1nccs1,-2,1.5,0.7,-25,-2,-1,·,-7,4,-0.5,1.4
CCCc1nnc(NC(=O)CCS(=O)(=O)Cc2ccccc2)s1,3,0.0,-1.4,-6,-2,-1,-13,3,-7,1.7,-0.5
COC(=O)c1cccc(NC(N)=S)c1,0,3.4,-2.9,-17,-2,2,-3,15,9,4.6,-2.9
COc1ccc(S(=O)(=O)CCC(=O)N2CCN(c3ccc(F)cc3)CC2)cc1,-2,1.0,-2.6,6,5,6,-13,8,222,6.6,-1.3
FC(F)Oc1ccc(C2=Nn3c(nnc3-c3ccccc3Cl)SC2)cc1OCC1CC1,8,3.9,1.0,-20,-14,-5,-13,6,-6,0.0,-1.0
O=C(Cc1cccc([N+](=O)[O-])c1)Nc1cccc(C(=O)N2CCOCC2)c1,7,0.4,-0.1,-24,8,-2,9,7,-6,1.9,-1.1

Continuation.
SMILES,PKA-R1A act,AddAB inh,Ecoli viability,HTR5A inv ctr,PKA-R2B act,Tat transport,PfHsp90 yeast 2,MOR-DOR inv ag,SUMO Mot1 rescue,phage Ecoli inh,OPRM1-OPRD1 ag
CC(=O)c1cccc2c(O)c(C3=Nc4ccccc4C3=O)[nH]c12,-4,2.3,0.2,14,-13,8,-25,36*,-36,0.8,-7.2
O=C(O)C1CCCCC1C(=O)Nc1cnn(Cc2ccccc2)c1 (stereo unspecified),-10,5.2,-0.8,-7,-7,0,9,7,1,1.6,-1.3
CCCN(CCC)c1c([N+](=O)[O-])c(=O)oc2ccccc12,-7,1.8,1.3,8,3,-1,7,4,125,1.7,-0.6
Cc1cccc(OCCC(=O)Nc2ccc(C)c(S(=O)(=O)N3CCOCC3)c2)c1,-7,1.3,-2.3,3,-12,-3,4,-4,21,0.6,0.7
CN(Cc1nc(-c2cnccn2)no1)Cc1n[nH]c2c1CCCC2,0,·,·,-3,5,-21,-17,0,·,1.7,0.0
